Bioassay records (PubChem)
Pf growth 48h: Primary qHTS for delayed death inhibitors of the malarial parasite plastid, 48 hour incubation; 310,000 tested, 5.9% active; Potency, µM (doses to about 28.7 µM), without a hit: at the highest dose activity change, negative = inhibition, actives largely listed as inhibitors; P. falciparum luciferase growth in erythrocytes, 48 h; also: potency is read from the fitted curve at half-maximal effect; % is scaled to controls: 0 for no effect and ±100 for the full control effect
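Compounds are pin-transferred into medium, infected erythrocytes (2% hematocrit, 0.1% parasitemia final) are added, and plates sit one parasite generation at 37 C in 5% CO2. Detection reagent is then added and luminescence measured.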
CHX counter: Cycloheximide Counterscreen for Small Molecule Inhibitors of Shiga Toxin; AID 2314, 2010; 300,000 tested, 12% active; cell reporter, cycloheximide protein synthesis inhibition counterscreen; max response, %; in the data active = max response mostly above about 13%, no sharp cut-off; inactive = mostly below about 14%; also: read at 38.3 µM for the half of the compounds with a filed dose; 0% is about no effect
Shiga inhibitor: A qHTS for Small Molecule Inhibitors of Shiga Toxin; Vero cells, Shiga toxin protein synthesis inhibition reporter; inhibition, % at 38.7 µM; 290,000 tested, 9.2% active; AID 2315, 2010; in the data active = inhibition mostly above about 28%, no sharp cut-off; inactive = mostly below about 43%; also: 0% is about no effect
Pf growth 96h: Primary qHTS for delayed death inhibitors of the malarial parasite plastid, 96 hour incubation | P. falciparum luciferase reporter growth, 96 h | Potency, µM (series often up to 28.7 µM), for the others: top-dose activity change, negative = inhibition, most hits filed as inhibitors | 320,000 tested, 6.9% active; also: potency is read from the fitted curve at half-maximal effect; % is scaled to controls: 0 for no effect and ±100 for the full control effect
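P. falciparum expressing integrated firefly luciferase grown in erythrocytes (2% hematocrit, 0.05% parasitemia final) with compounds for 96 hours at 37 C, 5% CO2. Growth inhibition read as loss of luminescence after adding luciferase detection reagent.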
HCV inh: qHTS Assay for Inhibitors of Hepatitis C Virus (HCV); Huh7.5.1 HCVcc-Cre infection, luciferase reporter, 44 h; Potency, µM (doses to about 41.8 µM), for the others: at the top dose activity change, negative = inhibition, most hits filed as inhibitors; 340,000 tested, 3.4% active; AID 651820, 2012; also: potency is read from the fitted curve at half-maximal effect; % is scaled to controls: 0 for no effect and ±100 for the full control effect
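1,000 cells/well; 4 h culture; + compound; + HCVcc-Cre (~0.5 moi); 44 h; luciferase substrate, RT 15 min; read 15 sec.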
Giardia FBPA inh: qHTS Assay for Inhibitors of Fructose-1,6-bisphosphate Aldolase from Giardia Lamblia; A8B2U2; purified Giardia FBPA; Potency, µM (doses to about 59.6 µM), inactives show at the highest dose activity, negative = inhibition, most hits filed as inhibitors; 290,000 tested, 0.71% active; AID 2451, 2010; also: potency is read from the fitted curve at half-maximal effect; % is scaled to controls: 0 for no effect and ±100 for the full control effect; nearly all actives have a fitted effect of over 55% in size
Target sequence (A8B2U2 whole entry, looked up): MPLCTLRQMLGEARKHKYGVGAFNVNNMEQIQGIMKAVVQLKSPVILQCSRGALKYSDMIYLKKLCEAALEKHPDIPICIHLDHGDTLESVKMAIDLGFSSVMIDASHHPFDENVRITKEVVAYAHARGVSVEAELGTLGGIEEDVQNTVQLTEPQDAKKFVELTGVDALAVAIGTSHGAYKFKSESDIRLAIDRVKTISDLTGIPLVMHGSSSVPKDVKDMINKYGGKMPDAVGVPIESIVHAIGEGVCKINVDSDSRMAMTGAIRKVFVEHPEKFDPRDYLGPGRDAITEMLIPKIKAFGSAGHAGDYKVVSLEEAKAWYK
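Giardia FBPA (40 nM reagent) was preincubated 10 min at RT with compound (up to 57.5 uM final), then substrate plus GAPDH/TPI/NAD/arsenate coupling system with diaphorase/resazurin was added; resorufin fluorescence (525/598 nm) was read after 20 min.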
An asterisk follows results filed as active; ? = inconclusive; · = no result given; & = joins results of further samples; [ ] = remark or other dose. Unless noted, calls follow the shape of the dose curve; as a rule, active = well fitted curve in the direction sought with a large enough effect; inconclusive = small, poorly fitted or top-dose-only effect, or another doubt; inactive = no such curve, though single readings can be large; an effect the other way counts as inactive or inconclusive.

Key to letters – A = Pf growth 48h; B = CHX counter; C = Shiga inhibitor; D = Pf growth 96h; E = HCV inh; F = Giardia FBPA inh
1: Cc1cc(NC(=O)CN2CC3CC(C2)c2cccc(=O)n2C3)nc2c1c(=O)oc1ccccc12 (configuration not stated)
  A: 7%	B: -4	C: 19	D: -4%	E: 5%	F: -9%

2: CS(=O)(=O)N(Cc1ccc(Cl)cc1)c1ccc(C(=O)NCCC2=CCCCC2)cc1
  A: ·	B: -2	C: -8	D: 17%	E: 0%	F: 2%

3: COc1cccc(C(=O)Oc2cc3c4c(c2)C(C)=CC(C)(C)N4C(=O)C3=O)c1
  A: ?	B: -2	C: -4	D: ?	E: ?	F: -16%

4: CCCCN1C(=O)C2(OCCCO2)c2cccc(C)c21
  A: 2%	B: -3	C: 7	D: 27%	E: 11%	F: 2%

5: C=CCN1CCN(c2ccncc2S(=O)(=O)N2CCOCC2)CC1
  A: ·	B: -1	C: -27	D: 7%	E: 10%	F: 1%

6: Cc1ccc(C)c(N2CCN(C(=O)c3cc4ccccn4n3)CC2)c1
  A: ?	B: 11	C: 22	D: ?	E: -3%	F: 0%

7: O=C1CN(C(=O)c2cccc(S(=O)(=O)N3CCCC3)c2)c2ccccc2N1
  A: 32%[activator]	B: -2	C: 3	D: -1%	E: -15%	F: 1%

8: Cc1cc(C)nc(NC(=S)NC(=O)c2ccccc2)n1
  A: 15%	B: 2	C: 18	D: 0.93µM*	E: 3%	F: ?

9: O=C(Nc1nc(-c2ccc(Cl)s2)cs1)c1ccco1
  A: 41%[activator]	B: 56*	C: 81*	D: 60%[activator]	E: ?	F: -1%

10: O=C(Cc1ccc(-n2c(=O)c3ccccc3n(Cc3ccc(F)cc3)c2=O)cc1)NCC1CCCO1 (configuration not stated)
  A: ?	B: 1	C: -10	D: -20%	E: 0%	F: 7%

Carrying on.
Key to letters – A = Pf growth 48h; B = CHX counter; C = Shiga inhibitor; D = Pf growth 96h; E = HCV inh; F = Giardia FBPA inh
11: COc1ccc(CCNC(=O)c2ccc(N3CCCC3=O)cc2)cc1OC
  A: -22%	B: -2	C: -11	D: 4%	E: 0%	F: 0%

12: COc1ccc(-c2csc3ncn(-c4ccc(C)cc4)c(=O)c23)cc1OC
  A: ?	B: 5	C: 14	D: ?	E: ?	F: 2%

13: CCC(=O)N1CCN(c2nc(-c3ccccc3)c3c(c2C#N)CCCC3)CC1
  A: ·	B: -1	C: -18	D: -17%	E: 10µM*	F: 5%

14: Cc1nc(Nc2cnc(/C=C/c3cc(C(=O)Nc4cccc(C(F)(F)F)c4)ccc3C)cn2)cc(N2CCNCC2)n1
  A: 0.74µM*	B: -7	C: -15	D: ?	E: -9%[8.37 µM]	F: 5%

15: CCn1c(=O)ccc2cc([N+](=O)[O-])ccc21
  A: 2%	B: -1	C: 26	D: 9%	E: 17%	F: 1%

16: CC1(C)C(=O)OC(c2cccn2-c2ccc([N+](=O)[O-])cc2)C(C)(C)C1=O (configuration not stated)
  A: 7%	B: -4	C: -3	D: 4%	E: 18%	F: 4%

17: CC(C)Oc1ccc(S(=O)(=O)N2CCOCC2)cc1NC(=O)C1=COCCO1
  A: ?	B: ·	C: ·	D: 12µM*	E: 23%	F: ·

18: CCOC(=O)C1CCCN(C(=O)c2cc3ccccc3oc2=O)C1 (configuration not stated)
  A: 28%	B: 5	C: 14	D: -26%	E: 3%	F: 0%

19: COc1ccccc1OCC(=O)Nc1cccc(-c2nnc(-c3ccco3)o2)c1
  A: ?	B: 36*	C: 82*	D: 32%[activator][5.75 µM]	E: ?	F: 1%

20: O=C(Nc1ccc(Cc2ccncc2)cc1)c1cc(F)c(F)cc1Cl
  A: 1%	B: -2	C: -10	D: 38%[activator]	E: 5%	F: 2%

Going on with the list.
Key to letters – A = Pf growth 48h; B = CHX counter; C = Shiga inhibitor; D = Pf growth 96h; E = HCV inh; F = Giardia FBPA inh
21: Cc1ccc2c(c1)c1c3n2CCN[C@H]3CCC1
  A: ?	B: ·	C: ·	D: ?	E: ·	F: 4%

22: CCOC(=O)C1=C(CSc2nc3ccccc3s2)NC(=O)NC1c1cc(C)ccc1C (configuration not stated)
  A: ?	B: 17	C: 20	D: 9.3µM*	E: ?	F: 0%

23: N#Cc1ccc(-c2ccc(Cl)cc2)nc1SCC(=O)c1cccc(Cl)c1
  A: 33%[activator]	B: 8	C: -9	D: ·	E: 9%	F: 1%

24: CC(C)n1cc(/C=N\NC(=O)c2cc3c(ccc4ccccc43)o2)c2ccccc21
  A: 13%	B: 6	C: -4	D: 12%	E: 0%	F: -11%

25: O=C(Nc1ccc(F)cc1)N(Cc1cccs1)Cc1cc2cc3c(cc2[nH]c1=O)OCO3
  A: ?	B: -2	C: -9	D: 41%[activator]	E: ?	F: -3%

26: O=C(CCC(=O)Nc1cccc(Cl)c1)N/N=C/c1cc([N+](=O)[O-])ccc1O
  A: ?	B: 1	C: 17	D: 60%[activator]	E: -17%	F: 24%

27: CN(C)C(=O)c1ccc2c(c1)n(C)c(=O)n2C
  A: 8%	B: -1	C: -9	D: 7%	E: 9%	F: 3%

28: O=C(Nc1ccc(NS(=O)(=O)c2ccccc2)cc1)c1ccc(Cl)cc1
  A: -9%	B: 4	C: -1	D: -17%	E: 28%	F: -5%

29: CC1CCC(C(C)C)C(OCC[N+](C)(C)C)C1 (configuration not stated)
  A: 3.7µM*	B: -3	C: -9	D: 15%	E: 12%	F: 4%

30: O=C1Nc2cc(C(=O)NCC3CCCO3)ccc2S/C1=C/c1ccccc1F (configuration not stated)
  A: ?	B: -1	C: 18	D: ?	E: 13%	F: -1%

Full records, looked up by structure:
Listed for Cc1cc(NC(=O)CN2CC3CC(C2)c2cccc(=O)n2C3)nc2c1c(=O)oc1ccccc12 (configuration not stated) : Pf growth 48h = 7%; CHX counter = -4; Shiga inhibitor = 19; Pf growth 96h = -4%; HCV inh = 5%; Giardia FBPA inh = -9%
Listed for CCOC(=O)C1CCCN(C(=O)c2cc3ccccc3oc2=O)C1 (configuration not stated) : Pf growth 48h = 28%; CHX counter = 5; Shiga inhibitor = 14; Pf growth 96h = -26%; HCV inh = 3%; Giardia FBPA inh = 0%
Listed for O=C(Nc1ccc(F)cc1)N(Cc1cccs1)Cc1cc2cc3c(cc2[nH]c1=O)OCO3 : Pf growth 48h = ?; CHX counter = -2; Shiga inhibitor = -9; Pf growth 96h = 41%[activator]; HCV inh = ?; Giardia FBPA inh = -3%

(more compounds)
Key to letters – A = Pf growth 48h; B = CHX counter; C = Shiga inhibitor; D = Pf growth 96h; E = HCV inh; F = Giardia FBPA inh
31: CCNC(=O)COc1ccc(/C=N/NC(=O)c2cccnc2)cc1OC
  A: -6%	B: 6	C: 9	D: -16%[5.75 µM]	E: 8%	F: 4%

32: Cc1sc2ncn(CC(=O)NCCN(C)C)c(=O)c2c1S(=O)(=O)N1CCC(C)CC1
  A: 5%	B: 8	C: 106*	D: 8%	E: 3%	F: 3%

33: O=C(C1CCCN(S(=O)(=O)c2cccs2)C1)N1CCc2ccccc2C1 (configuration not stated)
  A: -11%	B: -2	C: 10	D: ?	E: -7%	F: -11%

34: CCOC(=O)Cn1c(=O)oc2cc(S(=O)(=O)NC(C)c3ccccc3)ccc21 (configuration not stated)
  A: ·	B: -3	C: -8	D: 8.3µM*	E: 0%	F: 1%

35: CCn1c(CNC(=O)c2cccc(C)c2)nnc1SCC(=O)NC1=NCCS1
  A: -7%	B: 1	C: 14	D: ?	E: 16%	F: ·

36: COc1ccc(CCNC(=O)CCS(=O)(=O)c2ccc3c(c2)NC(=O)CS3)cc1OC
  A: -10%	B: -7	C: 4	D: ?	E: 5%	F: ·

37: CCn1cc(CN2CCc3c([nH]c4ccccc34)C2c2cccc(OC)c2OC)c(C)n1 (configuration not stated)
  A: 12µM*	B: 1	C: 28	D: 0%	E: -6%	F: -9%

38: COc1cccc(N2CCN(C(=O)CCCCCn3c(=S)[nH]c4cc5c(cc4c3=O)OCO5)CC2)c1
  A: -18%	B: -2	C: -7	D: 11%	E: -21%	F: 16%

39: CCOC(=O)Cn1c(=O)oc2cc(S(=O)(=O)NCCc3ccc(C)cc3)ccc21
  A: -3%	B: -2	C: -3	D: 10%	E: 1%&10%	F: -6%

40: O=C(CCS(=O)(=O)c1ccccc1)Nc1ccc2c(c1)C(=O)NC2=O
  A: 11%	B: 10	C: 26	D: 35%[activator]	E: 12%	F: -6%

Following part:
Key to letters – A = Pf growth 48h; B = CHX counter; C = Shiga inhibitor; D = Pf growth 96h; E = HCV inh; F = Giardia FBPA inh
41: CCc1noc(C)c1C(=O)N(Cc1ccccc1)c1c(N)n(CCOC)c(=O)[nH]c1=O
  A: 5%	B: ·	C: ·	D: -15%	E: ?	F: ·

42: CCN(c1cccc(C)c1)c1nc2ccsc2c(=O)s1
  A: 8%	B: -1	C: -24	D: 8.3µM*	E: -5%	F: 5%

43: COCCN(C(=O)COC(=O)CNC(=O)c1cccs1)c1c(N)n(Cc2ccccc2)c(=O)[nH]c1=O
  A: -2%	B: ·	C: ·	D: 17%	E: 17%	F: ·

44: COc1ccc(N(C)C(=O)C2CCCN2S(=O)(=O)c2cccc3nsnc23)c(OC)c1 (configuration not stated)
  A: -1%	B: -2	C: -6	D: -24%	E: -2%	F: ·

45: COc1ccccc1C(=O)COC(=O)CN1C(=O)NC2(CCCC2)C1=O
  A: -7%	B: ·	C: ·	D: 30%[activator]	E: 4%	F: ·

46: O=C(N/N=C/c1c(O)n(CCc2ccccc2)c(=O)[nH]c1=O)c1ccccc1
  A: 92%[activator]	B: 30*	C: 31*	D: 63%[activator]	E: -8%	F: 9%

47: CCCCN(C(=O)NC(=O)Nc1ccccc1OC)S(C)(=O)=O
  A: 30%[activator]	B: -2	C: -14	D: ?	E: 2%	F: -4%

48: CCOC(=O)C1=C(c2ccccc2)NC(=S)NC1c1cc([N+](=O)[O-])ccc1OC (configuration not stated)
  A: 12µM*	B: -2	C: -24	D: 8%	E: -17%	F: ·

49: Cc1nc(NC(=O)CSc2nnc(Cn3nnc4ccccc43)n2C)sc1C
  A: -4%	B: 1	C: 9	D: ?	E: 3%	F: 2%

50: Cc1ccc2[nH]c3c(=O)n(CCCN4CCOCC4)cnc3c2c1
  A: 31%[activator]	B: 10	C: 33	D: ·	E: 4%	F: 19%

Next compounds follow:
Key to letters – A = Pf growth 48h; B = CHX counter; C = Shiga inhibitor; D = Pf growth 96h; E = HCV inh; F = Giardia FBPA inh
51: CCOC(=O)c1cnc2nc(NCc3ccc(OC)c(OC)c3)[nH]n2c1=O
  A: -11%	B: -1	C: 20	D: ·	E: 5%	F: -14%

52: Cc1cc(NC(=O)CSCC(=O)OCC(=O)Nc2cc(C)c(C)cc2[N+](=O)[O-])no1
  A: ?	B: ·	C: ·	D: 37%[activator]	E: 22%	F: ·

53: O=C(c1ccc2c(c1)OCO2)N1CCN(S(=O)(=O)c2ccc(Cl)cc2)CC1
  A: ?	B: 6	C: -4	D: 6%	E: 14%	F: 4%

54: CS(=O)(=O)N(Cc1ccccc1)c1ccccc1C(=O)N1CCN(c2ccccc2)CC1
  A: ?	B: -8	C: 1	D: ?	E: -22%	F: 3%

55: N#Cc1c(NC(=O)CCCN2C(=O)c3ccccc3C2=O)oc(-c2ccccc2)c1-c1ccccc1
  A: 11%	B: 9	C: 22	D: 2%	E: ?	F: 13%

56: Cc1noc(C)c1NC(=O)NC(c1ccccc1)c1ccccc1
  A: 3%	B: -1	C: -5	D: -4%	E: 20%	F: 4%

57: CCOC(=O)c1c(-c2ccc(C)o2)csc1NC(=O)CN1CCCCC1
  A: ?	B: -1	C: -4	D: ?	E: ?	F: -4%
